Screening data deposited in PubChem by several laboratories.
PKA-R1A activ: activators of PKA-R1A holoenzyme, primary screen, biochemical, fluorescence polarization, Cy5-IP20, bovine R1A, mouse PKAc; cAMP-dependent protein kinase type I-alpha regulatory subunit (Bos taurus) + …; PKA-R1A dissociation; scaled: DMSO 0%, 113 µM cGMP 100%; activation, % at 11.4 µM; hit rate 0.083% among 340,000; AID 504707, 2011;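 active = percent activation above the mean of all tested compounds plus 3 SD, cut at about 19% in these data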;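 note: higher means more PKAc released from R1A so a rise in polarization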
HTR5A inv ag: HTR5A inverse agonists in luminescence cell assay, primary screen, counter-screen for OPRM1-OPRD1 heterodimer inverse agonist project, full-deck HTS; HTR5A cell line, inverse agonism; inhibition, % at 9.3 µM; hit rate 0.083% among 340,000; in the data active = inhibition mostly above about 23%, no sharp cut-off; inactive = mostly below about 18%;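 note: 0% = cells with DMSO and 100% = no-cell wells with DMSO; some compounds called inactive have numbers as strong as hits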
OPRM1-OPRD1 ag: agonists of OPRM1-OPRD1 heterodimerization, primary screen, cell-based, luminescence; AID 504326, 2011; hit rate 0.3% among 340,000; Mu-type opioid receptor (Homo sapiens) + Delta-type opioid receptor (Homo sapiens), …; activation, % at 9.3 µM; cells; in the data active = activation above about 18%;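 note: 0% = vehicle-treated cells and 100% = reference agonist; values of inactives mirror those of a sister screen read the other way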
AddAB inh: growth inhibition of E. coli expressing H. pylori AddAB, primary screen, AddAB inhibitor project, absorbance. inhibition, % at 11.9 µM. hit rate 0.29% among 330,000. AID 435030, 2010; in the data active = inhibition above about 12%;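 note: 0% = vehicle wells of infected cells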
phage Ecoli inh: growth loss of phage-infected E. coli, primary screen, RecBCD inhibitor project, absorbance, with phage, HTS; AID 651602, 2012; hit rate 0.26% among 360,000; inhibition, % at 11.9 µM; in the data active = inhibition above about 11%
OPRM1-OPRD1 inv: inverse agonists of MOR-DOR heterodimerization, primary screen, cell-based, luminescence; cell-based MOR-DOR heterodimer luminescence, inverse agonism; inhibition, % at 9.3 µM; hit rate 0.21% among 340,000; in the data active = inhibition above about 22%, passing the limit was not always enough;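 note: 0% = cells with DMSO and 100% = wells without cells with DMSO; values of inactives mirror those of a sister screen read the other way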
Ecoli viability: E. coli V3065 growth inhibition, primary screen, counter-screen for AddAB inhibitor project, absorbance, OD600 | 18 h | inhibition, % at 11.9 µM | hit rate 0.27% among 330,000 | AID 449728, 2010;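 active = inhibition above the campaign's mean inhibition across all tested compounds plus 3 SD, cut at about 9.9% in these data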;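 note: uninfected addAB+ strain grown without phage in ampicillin broth; 0% = DMSO wells and 100% = ciprofloxacin 0.95 µg/ml wells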
Mot1-301 SUMO: yeast Mot1-301 growth rescue at high temperature, primary screen, SUMOylation pathway inhibitor project, S. cerevisiae, ATP luminescence, 38.5C. S. cerevisiae Mot1-301 growth rescue; percent above DMSO median, 100 means doubled. growth rescue, % at 18.8 µM. hit rate 1% among 320,000;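 active = every valid replicate shows activation above 250% relative to neutral control wells; inactive = the rest, any valid replicate at or below 250%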;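 note: OY570 slx delta 5 strain wells were the positive control but not used for scaling; some compounds called inactive have numbers as strong as hits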
HTR5A ag ctr: HTR5A agonists in luminescence cell assay, primary screen, counter-screen for OPRM1-OPRD1 heterodimer agonist project, full-deck HTS; 5-hydroxytryptamine receptor 5A (Homo sapiens), P47898; cell-based; activation, % at 9.3 µM; hit rate 0.61% among 340,000; AID 504692, 2011; in the data active = activation mostly above about 9.5%, no sharp cut-off; inactive = mostly below about 7.6%;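 note: 0% = cells with vehicle only and 100% = reference agonist; strong numbers were not always called active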
Pemphigus Ab inh: inhibitors of pemphigus antibody binding to DSG3, primary screen, biochemical, bead-based, flow cytometry, scFv-GFP. binding (percent of control), % at 10 µM. DSG3-coupled beads, scFv-anti-DSG3-GFP binding; hits give low values. AID 588358, 2011. hit rate 0.48% among 310,000;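 active = binding more than 3 SD below its plate's average and above zero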;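 note: hits lower antibody fragment binding to DSG3; some compounds called inactive have numbers as strong as hits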
Target sequence (P32926 whole entry, looked up, the tested form may be a part): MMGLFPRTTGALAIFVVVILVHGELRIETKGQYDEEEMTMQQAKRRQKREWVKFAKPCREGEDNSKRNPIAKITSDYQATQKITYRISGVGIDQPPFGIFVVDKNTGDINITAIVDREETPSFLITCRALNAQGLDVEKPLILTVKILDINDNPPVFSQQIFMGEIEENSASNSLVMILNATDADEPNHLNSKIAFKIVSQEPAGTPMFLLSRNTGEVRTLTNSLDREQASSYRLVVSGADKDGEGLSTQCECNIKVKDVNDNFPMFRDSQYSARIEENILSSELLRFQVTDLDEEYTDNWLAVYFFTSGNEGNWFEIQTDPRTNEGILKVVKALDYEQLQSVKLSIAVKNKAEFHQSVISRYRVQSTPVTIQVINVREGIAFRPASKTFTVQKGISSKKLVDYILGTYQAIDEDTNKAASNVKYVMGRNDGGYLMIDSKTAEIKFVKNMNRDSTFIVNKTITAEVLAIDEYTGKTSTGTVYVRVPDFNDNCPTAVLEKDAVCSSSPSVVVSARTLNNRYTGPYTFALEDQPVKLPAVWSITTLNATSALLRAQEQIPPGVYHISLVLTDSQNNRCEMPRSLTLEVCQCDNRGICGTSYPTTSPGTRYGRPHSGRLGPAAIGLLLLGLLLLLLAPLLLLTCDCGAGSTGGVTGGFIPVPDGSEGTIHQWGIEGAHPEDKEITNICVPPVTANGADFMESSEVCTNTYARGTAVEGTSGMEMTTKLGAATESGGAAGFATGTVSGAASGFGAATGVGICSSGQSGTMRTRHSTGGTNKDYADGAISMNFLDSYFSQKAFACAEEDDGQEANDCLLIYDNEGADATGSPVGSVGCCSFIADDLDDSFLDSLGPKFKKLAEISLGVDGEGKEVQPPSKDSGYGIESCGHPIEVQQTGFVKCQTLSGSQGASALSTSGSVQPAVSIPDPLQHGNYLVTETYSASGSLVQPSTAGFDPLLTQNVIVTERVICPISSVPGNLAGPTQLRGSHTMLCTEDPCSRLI
PfHsp90 set2: growth inhibition of PfHsp90-expressing yeast, primary screen, antimalarial PfHsp90 inhibitor project, S. cerevisiae, BacTiter-Glo luminescence, single point, set 2; hit rate 0.32% among 310,000; BacTiter-Glo ATP, 48 h; yeast lacking PDR1 and PDR3 efflux regulators; inhibition, % at 9.4 µM;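 active = every replicate shows inhibition above about 80%, whatever the replicate mean, limit read from the data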;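 note: 0% = DMSO neutral controls and 100% = 20 µM radicicol positive controls; yeast relying on Plasmodium falciparum Hsp90 in place of its own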
* marks the source's active call; other numbers are inactive results; / = no result given. An unsorted share of the library, and some 3.2% of all compounds hit somewhere here.

Molecule,PKA-R1A activ,HTR5A inv ag,OPRM1-OPRD1 ag,Ecoli viability,AddAB inh,Mot1-301 SUMO,Pemphigus Ab inh,PfHsp90 set2,phage Ecoli inh,HTR5A ag ctr,OPRM1-OPRD1 inv
COc1cc(CNCc2ccccc2Cl)ccc1OCC(=O)NC1CCCCC1,-7,-1,0.2,0.9,-1.3,-6,/,-3,1.3,-2,-1
Cc1onc(-c2ccccc2)c1C(=O)Nc1ccc(S(=O)(=O)Nc2nccs2)cc1,-2,-2,-2.2,-1.2,-2.5,-11,101,-8,0.5,1,12
CCOC(=O)N1CCN(S(=O)(=O)c2ccc(OCC(=O)OC)cc2)CC1,-2,-8,-0.1,-1.8,-0.8,54,97,15,-0.5,13,1
Cn1c(=O)c2c(nc(CN3CCN(c4ccc(F)cc4)CC3)n2Cc2ccccc2F)n(C)c1=O,-4,-19,-1.0,-0.5,0.5,-6,99,-4,2.3,0,5
COC(=O)C(NC(=O)C(C)NC(=O)OCc1ccccc1)C(C)C (stereo unspecified),-12,-2,-2.1,-2.2,0.8,247,114,-2,-3.7,8,11
Cc1onc(-c2c(Cl)cccc2Cl)c1C(=O)N=C(N)N1CCOCC1,-1,-12,-1.4,-0.7,-1.1,-18,/,2,3.8,5,7
Cc1nnc(SCC(=O)N(C)c2c(N)n(Cc3ccccc3)c(=O)[nH]c2=O)n1Cc1ccccc1,0,-5,-0.8,-1.3,-3.5,34,105,-17,-2.9,2,4
NC(=O)C1=C[C@@H](c2ccc(Br)cc2)C[C@@H](OCCCCO)O1,2,-13,-0.5,-2.8,-0.3,554*,105,/,2.6,-1,3
CN(C(=O)CSc1nc(N)cc(N)n1)C1CCS(=O)(=O)C1 (stereo unspecified),-3,14,-0.3,4.1,0.8,13,108,17,-0.6,-5,1
N#CCC(=O)N/N=C/c1cccc(Oc2ccccc2)c1,-8,10,-0.8,0.2,-0.9,-10,96,-8,2.1,-4,4
O=C(O)CCC(=O)N1CCN(c2ncccc2C(F)(F)F)CC1,-3,16,0.1,2.2,4.7,-13,111,1,1.9,1,-1
Cc1ccc(NC(=O)N2CCCC2C(=O)NCC2CCCCC2)cc1 (stereo unspecified),7,6,1.1,-1.3,0.3,7,91,5,3.6,-2,-9
Nc1ccc(SC(F)(F)F)cc1C(=O)c1ccccc1,-11,0,4.2,-2.9,1.1,/,112,-3,3.0,0,-20
CC(NC(=O)c1cccs1)C1CCCO1 (stereo unspecified),3,-8,-1.5,-1.0,3.5,9,94,5,0.2,2,7
COc1ccccc1NC(=O)Nc1nnc(C(C)C)s1,5,-20,-1.2,-0.3,6.7,-5,102,14,3.6,-3,7
CCSc1ncnc2c1sc1nc3c(cc12)COC(C)(C)C3,9,-15,0.4,-0.3,0.3,-12,100,-20,5.3,-3,-2
COc1ccccc1NC(=O)COc1cc(C)nc(C(C)C)n1,4,-9,1.2,-3.0,-4.4,13,102,18,0.6,3,-7
CCOC(=O)C1(Cc2ccc(OC)cc2)CCN(C(=O)CCn2ccc(C)n2)CC1,15,7,-2.1,0.8,5.0,12,87,28,2.1,4,10
COc1ccc(C(=O)ON=C2CCN(c3ccc([N+](=O)[O-])cc3)CC2)cc1,-8,1,-2.6,1.9,3.9,39,118,-29,3.6,0,14
COCCOc1cc(NC(=O)c2sccc2Oc2ccc([N+](=O)[O-])cc2F)c(Cl)cc1Cl,-4,5,1.7,3.1,3.0,-5,101,/,6.1,-2,-9
CCOC(=O)C1CCCN(C(=O)C2c3ccccc3Oc3ccccc32)C1 (stereo unspecified),-3,14,-0.5,-1.7,0.0,67,102,-46,2.0,12*,2
O=C1CNC(=O)N1,2,4,-1.4,-1.0,-1.1,0,/,-9,2.6,-1,7
CN(CC(=O)Nc1ccc(Cl)c(C(F)(F)F)c1)C(=O)COC(=O)C1CC2CCCC(C1)C2=O (stereo unspecified),-3,-11,0.1,2.3,-0.8,11,129,-2,3.2,3,0
O=C(N/N=C/C1CC=CCC1)c1cc(-c2cccnc2)nc2ccccc12 (stereo unspecified),-2,-1,1.4,-0.3,2.1,-1,102,0,2.0,0,-10
C=CCCC(=O)N1C[C@H]2CON(C)[C@H]2C[C@H]1c1cccc(Nc2ccccc2)c1,-5,15,-3.2,/,/,/,102,-6,4.6,-4,15
Cc1ccc(S(=O)(=O)N2CCN(C(=O)CN3CCOCC3)C2c2ccccc2)cc1 (stereo unspecified),-7,-8,1.0,-0.8,-0.4,13,106,7,1.8,1,-6
Cn1c(SCC(=O)Nc2ccccc2F)nnc1C1CCCCC1,-2,8,-1.7,-0.2,4.1,-3,113,-4,0.9,-1,6
Cc1nnc(SCC(=O)Nc2ccccc2)n1CCc1ccccc1,5,11,0.5,0.1,3.9,-5,104,-2,1.9,-4,-3
COc1ccc(-c2cc(=O)oc3c(C)c(OCc4nn[nH]n4)ccc23)cc1,10,-7,-2.3,-1.3,0.2,-5,97,13,2.5,3,12
O=C(Nc1ccc(N2CCCC2)cc1)C(c1ccccc1)c1ccccc1,2,-8,-2.8,-3.0,-2.2,2,94,-4,3.0,-1,16
Fc1ccc(-c2nnn(Cc3nc4ccccc4s3)n2)cc1,-17,-3,0.1,1.7,0.2,17,100,-17,3.4,-3,0
CCn1c(C)c(C(C)=O)c(N2CCN(c3cccc(Cl)c3)CC2)nc1=S,2,-20,-0.5,-2.6,-1.1,585*,274,-20,1.2,3,3
Cc1nc(OCC(C)C)c2sc3nc4c(cc3c2n1)COC(C)(C)C4,/,/,/,-1.8,1.1,2,102,/,-2.5,/,/
COc1ccc(C2CC(=O)NC(=O)C2)cc1,-3,10,-2.8,/,/,16,97,12,1.1,-3,13
COc1ccc(-n2c(SCC(=O)Nc3cc(C)on3)nc3c([nH]c4ccccc43)c2=O)cc1,-11,-11,0.8,1.2,2.2,-3,-8.2*,17,3.0,4,-4
COC(=O)C1=COC(C)C2CN3CCc4c([nH]c5cc(OC)c(OC)cc45)C3CC12 (stereo unspecified),-3,16,0.6,0.0,1.9,-4,104,-14,1.7,3,-3
Cc1ccc(CN2CCC(c3nc4ccc(Cl)cc4[nH]3)CC2)cc1,1,16,4.5,1.4,3.9,-5,85,-12,1.8,0,-25
O=C(NCCCn1ccnc1)c1ccc(Cl)c(S(=O)(=O)N2CCOCC2)c1,-4,-14,-0.5,2.7,3.3,3,92,-7,3.4,-1,3
c1ccc(-c2cnnc3ccccc23)cc1,-10,-13,-0.7,-0.9,1.7,14,104,-12,3.0,2,4
Cc1ccc(NC(=O)COc2ccc(/C=C3/NC(=O)NC3=O)cc2)cc1,-8,-8,2.4,-0.3,-0.3,7,99,-65,4.6,1,-13
COc1ccc(OC)c(S(=O)(=O)N2CCC(C(=O)Nc3cccc(C(F)(F)F)c3)CC2)c1,-6,-4,1.6,-2.5,4.0,281,113,-1,2.6,-1,-7
CN(C)S(=O)(=O)c1ccc2c(c1)C(=NNC(N)=O)c1cc(S(=O)(=O)N(C)C)ccc1-2,10,-16,-2.4,/,/,10,86,3,0.4,4,14
CCSc1nnc(-c2ccccc2N)c(=O)[nH]1,6,15,-2.0,-1.0,1.6,12,/,-35,/,4,11
O=C(O)CC1SC(=Nc2ccccc2)N(c2ccccc2)C1=O (stereo unspecified),-1,-4,-1.4,1.4,0.3,/,97,19,3.1,0,8
COCc1cc(CN2CCCC(C(=O)Nc3ccc(-c4ccco4)cc3)C2)ccc1OC (stereo unspecified),6,-39,-1.6,0.8,2.0,-3,104,4,0.7,4,9
COc1ccccc1CNC(=O)[C@H](CCSC)NC(=O)[C@@H]1Cc2ccccc2CN1,-4,-1,0.1,1.8,0.7,-14,/,2,1.1,1,-1
O=C(c1cccc(S(=O)(=O)N2CCCC2)c1)N1CCN(c2ccccc2)CC1,-4,-13,-1.5,-0.1,-0.6,-20,102,7,2.0,-1,8
Cc1cc(F)ccc1S(=O)(=O)Nc1c(C)n(C)n(-c2ccccc2)c1=O,-7,-2,-0.1,2.5,-0.4,3,101,2,1.8,1,1
COc1cccc(C(=O)NCC2(c3ccccc3)CCCC2)c1OC,-5,9,-0.6,-0.9,2.3,-6,108,-26,3.8,5,3

Entries listed so far printed as active in Pemphigus Ab inh:
Molecule | PKA-R1A activ | OPRM1-OPRD1 ag | Mot1-301 SUMO | Pemphigus Ab inh | phage Ecoli inh | OPRM1-OPRD1 inv
COc1ccc(-n2c(SCC(=O)Nc3cc(C)on3)nc3c([nH]c4ccccc43)c2=O)cc1 | -11 | 0.8 | -3 | -8.2* | 3.0 | -4
